High-throughput results (PubChem BioAssay)
Growth percent in the NCI-60 one-dose screen (48 h, 10 µM unless noted): 100 = growth as untreated, 0 = no growth, -100 = all killed.
M14 = M14 melanoma. 6.2% of 80,000 active. AID 1794745
UACC-62 = UACC-62 melanoma; 5.4% of 81,000 active; AID 1794756
A549/ATCC = A549/ATCC NSCLC | 3.7% of 81,000 active | AID 1794740
SK-MEL-5 = SK-MEL-5 melanoma; 6.4% of 80,000 active
HOP-92 = HOP-92 NSCLC cells | 6.3% of 71,000 active | AID 1794738
EKVX = EKVX NSCLC | 3% of 71,000 active | AID 1794765
SK-MEL-28 = SK-MEL-28 melanoma | 4.1% of 81,000 active
UACC-257 = UACC-257 melanoma. 4.4% of 78,000 active. AID 1794764
The depositor's hits bear a star; . = not tested or not shown; & = joins results of further samples. How the source made its calls: active means growth percent below 10; inactive means the rest.

SMILES	M14	UACC-62	A549/ATCC	SK-MEL-5	HOP-92	EKVX	SK-MEL-28	UACC-257
CC1(C)NCCC[C@]2(C)[C@H]3C=CC4=C5C[C@@](C)(C(=O)N[C@@H](CO)Cc6ccccc6)CC[C@]5(C)CC[C@@]4(C)[C@]3(C)CC[C@@H]12	98	96	92	92	85	97	103	103
CCC(=O)Nc1ccc(Br)cc1	104	.	85	99	100	101	109	87
CCOC(=O)c1cc2ccccc2o1	100	95	100	99	89	93	103	103
O=C(Nc1cccc(Cl)c1)OCCCl	84	68	59	86	18	74	93	102
O=C1CCCN1c1nc(-c2ccc(Cl)cc2)cs1	103	98	99	95	82	.	108	98
Cc1ccc(N=Nc2c(S(=O)(=O)O)cc3cc(S(=O)(=O)O)c(N=Nc4ccc([N+](=O)[O-])cc4)c(O)c3c2N)cc1	103	101	92	105	97	106	110	87
Cc1ccc(NC(=O)c2ccc(C)c([N+](=O)[O-])c2)c(C)c1	98	92	93	.	.	91	110	111
COC(=O)[C@]12CCC(C)(C)C[C@H]1[C@H]1C(=O)C[C@@H]3[C@@]4(C)CCC(=O)C(C)(C)[C@@H]4CC[C@@]3(C)[C@]1(C)CC2	52	53	53	74	86	58	85	72
CN1C(=O)N(C)C2SC(N/N=C/C=C/c3ccccc3)=NC21 (stereo not drawn)	55	42	87	58	98	87	69	83
COc1ccc(N2C(=O)[C@@H](O)[C@H]2/C=C/c2ccccc2)cc1	103	95	100	96	89	97	105	103
Cc1cc(C=O)c2c3c(oc2c1)C(=O)c1c(OC2CC(O)[C@@H](O)[C@H](C)O2)cccc1C3=O (stereo partly drawn)	88	90	97	89	109	94	102	89
O=C(O)Cn1ccc2ccccc21	93	104	99	99	88	102	134	113
Cc1ccccc1N=C(N)N	107	109	105	108	.	91	113	105
O=C1CCCc2ccc(Cl)cc21	100	101	110	95	.	94	114	119
N#Cc1ccccc1-c1ccc(CN2C(=O)Cc3cc(CCn4ccnc4)c(Cl)cc32)cc1	98	97	100	109	.	84	101	102
CCC(=O)Oc1cc(/C=C/C(=O)O[C@H]2C[C@H]3CN4CCc5c([nH]c6cc(OC)ccc56)[C@@H]4C[C@@H]3[C@@H](C(=O)OC)[C@@H]2OC)ccc1OC	82	83	81	83	-1.2*	.	89	75
C/C=C(C)/C=N/Nc1nc(-c2ccc(OC)cc2)cs1	94	72	83	58	87	68	97	97
Nc1ccc(F)cc1[N+](=O)[O-]	98	102	105	100	100	100	111	103
CC(Cc1ccc(O)c(O)c1)(NN)C(=O)O (stereo not drawn)	104	96	102	96	.	96	119	101
Cc1ccccc1OCC(O)CN1CCN(c2ccc(Cl)cc2)CC1 (stereo not drawn)	95	94	105	100	111	113	153	129
CCOC(=O)/C(OCC)=C(\C#N)c1ccccc1	106	100	98	103	85	.	110	96
CCC(O)(CC)c1ccccc1	106	103	98	111	.	116	109	90
CCOC(=O)C(C#N)c1ccc2ccccc2c1 (stereo not drawn)	95	94	98	.	87	106	115	96
CNC(=O)c1cc(Oc2ccc3nc(NC(=O)c4ccc(CN5CCCN(C)CC5)c(C(F)(F)F)c4)sc3c2)ccn1	-88*	-7.2*	40	-60*	38	40	-74*	-88*
COc1cc(/C=C/c2cc(/C=C/c3ccc(O)c(OC)c3)n(-c3ccc(Cl)cc3)c(=O)n2)ccc1O	88	81	98	.	89	78	82	97

Single records (already shown):
Cc1ccccc1N=C(N)N reads M14: 107; UACC-62: 109; A549/ATCC: 105; SK-MEL-5: 108; HOP-92: .; EKVX: 91; SK-MEL-28: 113; UACC-257: 105
CCOC(=O)/C(OCC)=C(\C#N)c1ccccc1 reads M14: 106; UACC-62: 100; A549/ATCC: 98; SK-MEL-5: 103; HOP-92: 85; EKVX: .; SK-MEL-28: 110; UACC-257: 96
Nc1ccc(F)cc1[N+](=O)[O-] reads M14: 98; UACC-62: 102; A549/ATCC: 105; SK-MEL-5: 100; HOP-92: 100; EKVX: 100; SK-MEL-28: 111; UACC-257: 103

(cont.)
SMILES	M14	UACC-62	A549/ATCC	SK-MEL-5	HOP-92	EKVX	SK-MEL-28	UACC-257
O=C1N[C@@H]2[C@@H](O)[C@@H](O)[C@H](O)C[C@H]2c2cc3c(cc21)OCCO3	99	103	109	102	101	97	.	107
Cc1c(N=Nc2ccc(N(C)C)cc2)cc[n+]([O-])c1C	103	91	76	103	92	98	104	102
O=C(O)c1ccc(NC(=O)c2nc(-c3ccccc3)n(-c3ccc(Cl)cc3)n2)cc1	105	.	88	.	94	104	.	79
O=C(Cc1ccccc1)Nc1nc(O)c(/C=C2\C(=O)C=Cc3ccccc32)s1	90	95	101	103	85	96	114	106
O=C1OC2C(I)C3CC1C2C3 (stereo not drawn)	98	100	99	101	.	.	103	98
O=C(CSc1nccc(Nc2ccc(S(=O)(=O)Nc3nccs3)cc2)n1)c1ccccc1	98	94	104	100	108	97	113	99
CCOC(=O)/C(=C/c1ccc(OC)cc1)P(=O)(OCC)OCC	81	88	84	85	55	.	91	67
O=C(Nc1c(Br)cc2c(c1Br)Cc1cc([N+](=O)[O-])ccc1-2)C(Cl)Cl	.	85	87	92	75	53	91	77
N#C/C(=C\c1ccc(-c2ccccc2Cl)o1)C(=O)Nc1ncc(Cc2ccc(Cl)cc2)s1	110	98	88	99	110	103	100	97
CC(C)(C)c1ccc(O)c(O)c1	101	108	100	104	.	113	111	106
COc1ccc(Cn2cc3c(c2-c2ccccc2)CCc2cncnc2-3)cc1	24	33	47	55	.	48	59	75
CC(C)(Cc1ccc([N+](=O)[O-])cc1)[N+](=O)[O-]	111	93	105	107	.	104	107	113
O=C1c2ccccc2-c2c1c1ncccc1c(=O)n2CCCn1ccnc1	108	68	105	67	106	100	112	113
CCOC(=O)C1=C(C)NC(=O)NC1c1ccc(OCC(=O)N=Nc2c(O)[nH]c3ccc(C)cc23)cc1 (stereo not drawn)	94	78	84	82	103	.	99	87
COc1ccc(-c2nc(NCC(=O)c3ccc(Br)cc3)[nH]c(=O)c2C#N)cc1	98	100	93	105	108	108	100	96
C#CCn1cc(C=C2C(=O)NC(=O)NC2=O)c2cc(Cl)ccc21	85	65	96	82	89	91	106	95
Cc1cn(C2CC(O)C(CO)(N=[N+]=[N-])O2)c(=O)[nH]c1=O (stereo not drawn)	104	100	106	.	103	95	110	105
O=C(CSc1nc2ccccc2[nH]1)c1ccccc1	117	94	101	108	.	98	108	109
N#Cc1ccc(C2C3=C(CCCC3=O)OC3=C2C(=O)c2ccccc2C3=O)cc1 (stereo not drawn)	82	35	108	61	76	63	112	52
O=C1NN(CCO)C(=S)Nc2ccccc21	98	106	96	104	95	104	105	100
CC1(C)CC[C@]2(C(=O)O)CC[C@]3(C)C(=CCC4[C@@]5(C)C[C@@H](O)[C@@H]6OC(c7ccc(Br)cc7)OC[C@@]6(C)C5CC[C@]43C)C2C1 (stereo partly drawn)	52	29	40	34	72	42	60	87
CC1=C(c2cc(-c3ccc(N(C)C)cc3)c(C#N)c(N)n2)C(c2ccccc2)NC(=S)N1 (stereo not drawn)	110	100	104	103	118	100	112	106
N#Cc1c(-c2cccnc2)nc(SCCCCC(=O)NO)[nH]c1=O	104	98	106	101	125	109	95	106
COc1cccc(CNC(=O)C2CSC3c4ccccc4C(=O)N23)c1 (stereo not drawn)	107	102	84	106	99	111	114	94
NS(=O)(=O)c1ccc(Nc2nc(NNC(=O)CCl)nc(Nc3ccccc3)n2)cc1	.	84	103	99	92	98	103	103

The closing 4 entries of the part above are carried over, then new ones follow:
SMILES	M14	UACC-62	A549/ATCC	SK-MEL-5	HOP-92	EKVX	SK-MEL-28	UACC-257
CC1=C(c2cc(-c3ccc(N(C)C)cc3)c(C#N)c(N)n2)C(c2ccccc2)NC(=S)N1 (stereo not drawn)	110	100	104	103	118	100	112	106
N#Cc1c(-c2cccnc2)nc(SCCCCC(=O)NO)[nH]c1=O	104	98	106	101	125	109	95	106
COc1cccc(CNC(=O)C2CSC3c4ccccc4C(=O)N23)c1 (stereo not drawn)	107	102	84	106	99	111	114	94
NS(=O)(=O)c1ccc(Nc2nc(NNC(=O)CCl)nc(Nc3ccccc3)n2)cc1	.	84	103	99	92	98	103	103
O=C(CN1C(=O)c2ccccc2C(=O)N(Cc2ccc(Cl)cc2)C2CCCCC21)NC12CC3CC(CC(C3)C1)C2 (stereo not drawn)	89	70	78	94	62	80	106	89
COc1ccc(/C=C2\Oc3cc(C)c(Cl)cc3C2=O)cc1	100	93	99	95	114	91	114	105
Cc1ccc2c(c1)-c1cc(C)ccc1C2=O	99	92	91	109	94	90	108	120
CCc1ccccc1NC(=O)/C(C#N)=C/c1ccc(Cl)cc1	103	74	83	95	89	95	96	97
Cc1ccc(S(=O)(=O)N/N=C/C=C/C=N/NS(=O)(=O)c2ccc(C)cc2)cc1	111	97	98	101	80	94	96	95
COc1ccc(-c2cc(-c3cccnc3)[nH]c(=O)c2C#N)cc1OC	104	100	96	113	71	.	123	108
c1ccc(-c2n(Cc3ccc4ccccc4n3)cc[n+]2Cc2ccc3ccccc3c2)cc1	-25*	-46*	45	-95*	-32*	38	0.2*	-27*
CN1C(=O)N(C)C2SC(N/N=C/c3cccs3)=NC21 (stereo not drawn)	7.7*	4.7*	44	8.6*	56	56	48	50
O=C(c1ccc(-n2c(=O)[nH]c3ccccc3c2=O)cc1)N1CCOCC1	99	93	119	107	100	101	108	127
O=C1/C(=C/C2=Cc3ccccc3OC2)SC(=S)N1c1ccccc1	87	70	98	86	92	87	87	94
CC(=O)OC1=CC(=O)c2ccccc2C1=O	85	95	103	85	105	.	114	84
CCC1=CCC(=O)O1	100	105	97	99	.	.	102	88
CC(C)C(=O)N1CCCc2ccccc21	62	97	110	100	87	98	101	112
COc1cnc2c(c1)C(=O)c1c-2n(CCCN2CCC[C@H]2CO)c(=O)c2cc(OC)c(OC)cc12	51	44	61	78	.	95	104	91
CCOP(=O)(OCC)c1nc(-c2ccccc2)oc1NCC(O)CO (stereo not drawn)	95	96	100	98	102	106	100	100
O=C(Cn1cc(CO)nn1)Nc1nc(-c2ccccc2)cs1	.	92	107	103	104	95	106	104
NC(=O)c1cc(Cl)ccc1Nc1ccnc(C(F)(F)F)c1	101	107	105	100	.	.	116	101
COc1ccc(-c2nn(-c3cccc(Cl)c3)cc2-c2cc(-c3ccc(Br)cc3)[nH]c(=O)c2C#N)cc1	81	88	68	91	82	88	100	93
N/C(=N\C(N)=N\c1nc2ccccc2s1)c1cnccn1	23	-21*	21	-49*	47	48	22	35
CC(C)(C)COC(=O)C(C)(C)C	104	110	99	102	91	.	115	95
O=C1CCc2c(sc3[nH]c(=S)n(-c4ccccc4)c(=O)c23)C1	100	97	99	103	.	108	104	93
C=C1C(=O)O[C@H]2[C@H]1CC/C(Cn1cc(-c3cccc(Cl)c3)nn1)=C\CC[C@@]1(C)O[C@@H]21	-56*	.	31	-53*	-73*	-18*	.	.
COc1cc(CNC(=O)C[C@H](C)CCC=C(C)C)ccc1OCc1cn(-c2ccc(Br)cc2)nn1	97	65	79	56	46	79	97	86
Cc1ccc2c(C3NNC(=S)N3)cc(=O)oc2c1 (stereo not drawn)	106	90	104	100	110	95	102	103
[N-]=[N+]=NC(=O)c1cc2ccccc2cc1O	110	107	102	118	103	48	126	110

Among those listed so far, two contain a CF3 group.
SMILES	M14	UACC-62	A549/ATCC	SK-MEL-5	HOP-92	EKVX	SK-MEL-28	UACC-257
CNC(=O)c1cc(Oc2ccc3nc(NC(=O)c4ccc(CN5CCCN(C)CC5)c(C(F)(F)F)c4)sc3c2)ccn1	-88*	-7.2*	40	-60*	38	40	-74*	-88*
NC(=O)c1cc(Cl)ccc1Nc1ccnc(C(F)(F)F)c1	101	107	105	100	.	.	116	101

Next part.
SMILES	M14	UACC-62	A549/ATCC	SK-MEL-5	HOP-92	EKVX	SK-MEL-28	UACC-257
NC(=S)N/N=C\C(=O)c1ccccc1O	105	108	103	103	111	.	109	120
Cc1oc(-c2ccc(Cl)cc2)nc1/C=C/C(=O)c1ccccc1	104	87	99	99	88	95	105	106
Cc1ccc2nc(/C=C/c3ccc(N(C)C)cc3)cc(C)c2c1	13	23	52	33	26	52	48	62
C=CCOC(=O)CCCCCC1CCCCC1	101	102	101	96	106	102	110	104
Brc1ccc2ncccc2c1	95	104	100	103	94	97	119	99
COc1ccc2c3c(ccc2c1)C(=O)/C(=C\O)CC3	122	107	109	103	96	78	128	101
O=C1C(Cl)=C(NCCCO)C(=O)c2ccccc21	97&110	75&99	102&103	46&78	121&100	108&104	109&122	100&100
CC(C)(C)C(=O)Nc1ccc(NC(=O)C(C)(C)C)cc1	113	105	99	114	.	114	117	84
Cn1ccc(=O)[nH]c1=O	109	106	96	120	79	100	103	110
COc1ccc(/C=C/c2n[nH]c3ccc(N4CCOC4=O)cc23)cc1	27	17	1.9*	12	-8.1*	8.7*	34	38
c1ccc2c(c1)ccn2-c1nc2ccccc2n2c1nc1ccccc12	101	84	87	98	87	92	103	101
O=C(O)c1cn(C2CC2)c2cc(N3CCN(CCCN4C(=O)c5ccccc5C4=O)CC3)c(F)cc2c1=O	102	96	108	100	110	92	114	122
Cn1c2c(cc(S(=O)(=O)c3ccccc3)c1=O)CCc1c-2cnn1-c1ccccc1	110	103	103	100	61	.	100	104
Nc1nc(-c2ccccc2)[nH]c(=O)c1N=O	100	94	104	89	104	103	113	104
C=CCn1cc(-c2nc3ccccc3s2)c2cc(-c3ccc4c5c(cccc35)C(=O)N(C3CCCCC3)C4=O)ccc21	98	95	106	100	90	95	100	104
CCCCCC(=O)NNc1ccccc1	35	29	70	90	96	67	96	103
c1ccc(CNc2c3ccccc3nc3ccccc23)cc1	32	61	28	63	26	48	86	53
N#Cc1c(-c2ccc(Cl)cc2)nc(SCC(=O)NNc2ncnc3ccccc23)n(Cc2ccccc2)c1=O	101	99	102	102	90	98	112	100
